Tau ThT inhib: inhibitors of human tau fibril formation, thioflavin T binding; recombinant tau K18 P301L (four-repeat tau fragment), heparin-induced fibrillization, ThT fluorescence; Potency, µM (top dose mostly 57.4 µM), for the others: at the top dose activity, negative = inhibition, most hits filed as inhibitors; 270,000 tested, 2.1% active; AID 1460; also: nearly all actives have a fitted effect of over 55% in size
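K18 P301L tau (15 uM + 0.24 uM Alexa 594-tagged), heparin 20 uM, NaOAc pH 7, 6 h 37 C; ThT 30 uM, 1 h RT, ex 450/em 510 nm.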
RGS12 GoLoco inh: RGS12 GoLoco-Gai1 interaction inhibition. Potency, µM (doses to about 61.6 µM), for inactives: at the top dose activity, negative = inhibition, usual class: inhibitors. 230,000 tested, 0.44% active. P63096. Gai1:RGS12 GoLoco peptide FP, rhodamine, 10 min. AID 880; active = well fitted inhibition curve with a large enough effect, not every such curve was filed as active; inactive = no such curve, though single readings can be large or run the other way; also: nearly all actives have a fitted effect of over 30% in size; many of its hits are not listed in these tables
KDM4E inh: JMJD2E (human) inhibition; Potency, µM (highest dose often 57.1 µM), without a hit: top-dose activity change, negative = inhibition, most hits filed as inhibitors; JMJD2E catalytic domain, FDH-coupled NADH fluorescence (FDH is formaldehyde dehydrogenase); 230,000 tested, 1.6% active; B2RXH2; AID 2147; active = well fitted inhibition curve with a large enough effect, not every such curve was filed as active; inconclusive = small, poorly fitted or top-dose-only effect, or another doubt; inactive = no such curve, though single readings can be large or run the other way;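 also: 0% = wells with enzyme and -100% = buffer wells without enzyme; nearly all actives have a fitted effect of over 50% in size; many of its hits are not listed in these tables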
RECQ1 helicase: inhibitors of human RECQ1 DNA helicase | P46063 | Potency, µM (doses to about 57.3 µM), inactives show at the highest dose activity, negative = inhibition, usual class: inhibitors | RECQ1 DNA unwinding, red fluorescence kinetic read | 240,000 tested, 0.54% active | AID 2549;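 also: plate controls were vehicle for no effect and no enzyme for full effect; nearly all actives have a fitted effect of over 30% in size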
Target sequence (P46063 whole entry, looked up): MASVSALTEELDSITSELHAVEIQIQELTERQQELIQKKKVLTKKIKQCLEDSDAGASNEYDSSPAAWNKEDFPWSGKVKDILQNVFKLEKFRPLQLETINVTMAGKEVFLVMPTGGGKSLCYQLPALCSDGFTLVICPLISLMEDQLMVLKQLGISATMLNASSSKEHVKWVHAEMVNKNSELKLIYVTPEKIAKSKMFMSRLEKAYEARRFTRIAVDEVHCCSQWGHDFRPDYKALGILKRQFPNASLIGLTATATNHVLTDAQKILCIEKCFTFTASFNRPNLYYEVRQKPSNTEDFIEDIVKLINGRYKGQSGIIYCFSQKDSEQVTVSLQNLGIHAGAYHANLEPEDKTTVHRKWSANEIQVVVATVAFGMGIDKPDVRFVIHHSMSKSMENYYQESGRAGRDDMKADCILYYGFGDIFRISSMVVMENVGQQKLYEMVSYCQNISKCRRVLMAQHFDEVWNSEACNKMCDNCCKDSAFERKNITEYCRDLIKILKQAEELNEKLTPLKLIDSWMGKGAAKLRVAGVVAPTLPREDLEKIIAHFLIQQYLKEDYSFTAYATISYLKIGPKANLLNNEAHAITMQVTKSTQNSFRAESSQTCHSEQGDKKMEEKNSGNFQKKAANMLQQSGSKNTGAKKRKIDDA
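RECQ1T1 50 nM; forked duplex (20 bp + 30-nt ss tails) 200 nM, ATP 2 mM final; pH 8.0, 2 mM MgCl2, 2.5 ug/ml poly(dI-dC); 15 min compound preincubation; discontinuous kinetic read over 2 h at RT.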
Tau FP inhib: inhibitors of human tau fibril formation. P10636. K18 P301L tau heparin fibrillization, Alexa594 FP, 6 h. Potency, µM (series often up to 57.7 µM), for inactives: at the highest dose activity, negative = inhibition, most hits filed as inhibitors. 280,000 tested, 0.39% active; also: nearly all actives have a fitted effect of over 55% in size
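Recombinant K18 P301L […], labeled with Alexa 594 at 0.24 uM over 15 uM unlabeled; heparin inducer 20 uM final; 37 C, 6 hr; FP endpoint.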
TexasRed fluor: alters Texas Red total fluorescence, flagging assay interference | Potency, µM (highest dose often 106 µM), for the others: at the highest dose fluorescence change, negative = quenching | AID 1479 | 280,000 tested, 0.29% active | TRb/SRC2 Texas Red total fluorescence interference; active = well fitted curve in either direction with a large enough effect; inconclusive = small, poorly fitted or top-dose-only effect
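Human TRβ ligand-binding domain (0.6 uM) and Texas Red SRC2 peptide (20 nM) in Tris buffer with 1 uM T3 and 5% DMSO were incubated with pinned compound for 5 hr at ambient temperature. Total fluorescence was computed as S + 2P (555/632 nm).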
L3MBTL1 inh: inhibitors of human L3MBTL1; Q9Y468; AlphaScreen L3MBTL1–H3K9me1 peptide binding; Potency, µM (series often up to 57.1 µM), without a hit: at the highest dose activity, negative = inhibition, usual class: inhibitors; 230,000 tested, 0.66% active; AID 485360; also: nearly all actives have a fitted effect of over 60% in size
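Displacement of a biotinylated histone H3(1-15) peptide monomethylated at Lys9 (75 nM) from L3MBTL1 (50 nM) was measured by AlphaScreen after a 30 min room-temperature compound incubation; cefsulodin titration served as intraplate control.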
TRb-SRC2 inh: disrupts binding of human TR beta to SRC2; P10828; TRbeta-SRC2 peptide binding, fluorescence polarization; receptor liganded with 1 µM T3; Potency, µM (highest dose often 106 µM), inactives show top-dose activity change, negative = inhibition, hits mostly inhibitors; 280,000 tested, 0.065% active; AID 1469;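 also: plate controls were bound peptide for no effect and peptide without receptor for full effect; nearly all actives have a fitted effect of over 50% in size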
Target sequence (P10828 whole entry, looked up): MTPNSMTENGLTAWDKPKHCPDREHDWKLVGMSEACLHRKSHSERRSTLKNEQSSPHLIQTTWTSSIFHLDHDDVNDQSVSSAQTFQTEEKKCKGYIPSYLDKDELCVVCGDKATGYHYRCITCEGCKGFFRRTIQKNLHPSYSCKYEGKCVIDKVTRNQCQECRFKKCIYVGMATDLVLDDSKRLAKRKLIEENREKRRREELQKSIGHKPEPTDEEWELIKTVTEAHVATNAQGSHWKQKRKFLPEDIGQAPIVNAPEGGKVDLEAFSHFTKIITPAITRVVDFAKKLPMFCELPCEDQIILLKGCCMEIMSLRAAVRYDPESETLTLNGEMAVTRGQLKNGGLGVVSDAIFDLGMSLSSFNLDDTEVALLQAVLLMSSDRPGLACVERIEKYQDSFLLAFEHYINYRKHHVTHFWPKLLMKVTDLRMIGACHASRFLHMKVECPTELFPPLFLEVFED
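Each compound concentration gave % activity, normalized to unbound and bound Texas Red SRC2 controls, from polarization read after 5 hr ambient incubation with T3-loaded human TRb LBD.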
An asterisk follows results filed as active; i = inactive; ? = inconclusive; . = not tested or not shown; & = joins results of further samples; [ ] = remark or other dose. Unless noted, calls follow the shape of the dose curve; as a rule, active = well fitted curve in the direction sought with a large enough effect; inconclusive = small, poorly fitted or top-dose-only effect, or another doubt; inactive = no such curve, though single readings can be large; an effect the other way counts as inactive or inconclusive. Unless noted, % is scaled to controls: 0 for no effect and ±100 for the full control effect; potency is read from the fitted curve at half-maximal effect. Some of the compounds tested (hit frequency here may not be typical).

SMILES	Tau ThT inhib	RGS12 GoLoco inh	KDM4E inh	RECQ1 helicase	Tau FP inhib	TexasRed fluor	L3MBTL1 inh	TRb-SRC2 inh
CC(C)(C)[C@@H]1C=C(C(=O)Nc2ccccc2)O[C@H](OCc2ccc(CO)cc2)C1	-8%	-2%	-8%	?	-12%	-3%	16%	0%
N#CCSc1n[nH]c2nc3c(c(=O)n12)C1(CCCCC1)Cc1ccccc1-3	.	-6%	244%	-5%	14%	-4%	.	2%
CCOc1ccc(N2C(=O)C3ON(C)C(c4ccc([N+](=O)[O-])cc4)C3C2=O)cc1 (stereo not given)	-3%	-2%	8%	26%	7%	0%	.	4%
O=C1C2C3C=CC([C@@H]2C(=O)N1C1CCCCC1)[C@H]1C(=O)N(C2CCCCC2)C(=O)C31 (stereo not given in full)	-6%	-3%	6%	-1%	-2%	0%	3%	-14%
O=C(Nc1ccc(Cl)c([N+](=O)[O-])c1)Nc1nc2ccccc2s1	?	1%	1%	-2%	?	-4%	.	-3%
NS(=O)(=O)c1ccc(CNC(=O)NC23CC4CC(CC(C4)C2)C3)cc1	6%	-1%	1%	-13%	0%	1%	-4%	3%
c1ccc(N2CCCCC2)c(NC2=NCCC2)c1	3%	4%	-2%	16%	0%	-3%	-1%	-20%
O=C1Nc2ccc(Cl)cc2C(=O)C1(F)c1ccccc1 (stereo not given)	?	-74%	1%	i	?	-1%	-3%	-1%
Cn1c(C(=O)N2CCCC(C(=O)N3CCN(C(=O)c4ccco4)CC3)C2)cc2sccc21 (stereo not given)	-8%	5%	8%	-10%	8%	-1%	.	4%
Cc1ccc(NC(=O)COC(=O)CCc2nc3ccccc3c(=O)[nH]2)c(Br)c1	-5%	20%	1%	1%	1%	-2%	.	3%
COCc1nnc(NC(=O)c2ccc(S(=O)(=O)N3CCCc4ccccc43)cc2)o1	-4%	8%	?	i	-11%	3%	57%[activator]	-2%
O=C(CNC(=O)OCc1ccccc1)NCC(=O)N1CCCC1C(=O)OCc1ccccc1 (stereo not given)	-3%	-12%	-2%	-5%	3%	-3%	3%	2%
Cc1ccoc1C(=O)NCc1occc1C(=O)O	-1%	1%	-3%	9%	-1%	2%	?	-4%
CC(C)c1ccc(NC(=O)c2cccc(Br)c2)cc1	-15%	2%	-4%	-18%	-7%	1%	.	0%
CCOC(=O)c1c(C)c(C(=O)NC(C)COC)c(C)n1CC (stereo not given)	2%	10%	-3%	-5%	12%	2%	1%	-1%
CN(C1CCCCC1)S(=O)(=O)c1ccc2c(c1)c(=O)c(C(=O)NCc1ccc(F)cc1)cn2C	10%	.	.	.	-11%	-1%	.	-2%
COc1ccc(NC(=S)NCCC(c2ccccc2)c2ccccc2)c(OC)c1	-6%	6%	2%	?	19%	-5%	-20%	-4%
CCN1CCCC1CNC(=O)C(=O)NC (stereo not given)	-5%	2%	7%	3%	5%	-5%	.	3%
CCCS(=O)(=O)N1CCCC(C(=O)NCCN(CC)CC)C1 (stereo not given)	1%	-4%	5%	-4%	0%	-3%	10%	-10%
CC(OC(=O)c1cccnc1)C(=O)NCc1ccc2c(c1)OCO2 (stereo not given)	-4%	.	-6%	-3%	1%	-4%	9%	-1%

Overlap with the part before: six compounds, followed by the next part.
SMILES	Tau ThT inhib	RGS12 GoLoco inh	KDM4E inh	RECQ1 helicase	Tau FP inhib	TexasRed fluor	L3MBTL1 inh	TRb-SRC2 inh
CCOC(=O)c1c(C)c(C(=O)NC(C)COC)c(C)n1CC (stereo not given)	2%	10%	-3%	-5%	12%	2%	1%	-1%
CN(C1CCCCC1)S(=O)(=O)c1ccc2c(c1)c(=O)c(C(=O)NCc1ccc(F)cc1)cn2C	10%	.	.	.	-11%	-1%	.	-2%
COc1ccc(NC(=S)NCCC(c2ccccc2)c2ccccc2)c(OC)c1	-6%	6%	2%	?	19%	-5%	-20%	-4%
CCN1CCCC1CNC(=O)C(=O)NC (stereo not given)	-5%	2%	7%	3%	5%	-5%	.	3%
CCCS(=O)(=O)N1CCCC(C(=O)NCCN(CC)CC)C1 (stereo not given)	1%	-4%	5%	-4%	0%	-3%	10%	-10%
CC(OC(=O)c1cccnc1)C(=O)NCc1ccc2c(c1)OCO2 (stereo not given)	-4%	.	-6%	-3%	1%	-4%	9%	-1%
COc1ccc(C)cc1NCc1cc(=O)oc2cc(-c3ccccc3)c(O)cc12	-18%	11%	?	-8%	?	0%	-9%	4%
Cc1nc(C(C)N(C)Cc2c(C(=O)N3CCCCC3)nc3c(C)cccn23)c(C)s1 (stereo not given)	-9%	0%	-7%	i	-2%	-5%	2%	-6%
Cc1nn(Cc2ccc(Cl)cc2)c(C)c1NC(=O)c1noc2c1CCc1ccccc1-2	?	3%	1%	-3%	13%&0%	-3%&-9%	.	2%&-7%
O=C(Nc1cccc(Cl)c1)c1ccncc1	-7%	1%	4%	2%	3%	-4%	.	-1%
CCOc1ccc(N2C(=O)c3cccnc3C2Nc2ccc(C)cc2)cc1 (stereo not given)	-19%	6%	-4%	16%	5%	4%	-1%	-3%
C=CCNc1nc(C2(C)CC3(CC(C)OC3=O)C(=O)O2)cs1 (stereo not given)	-3%	6%	4%	i	-1%	1%	-17%	-17%
COc1cccc(CNC(=S)Nc2cc(C)cc(C)c2)c1	-10%	7%	-2%	-1%	-3%	4%	-11%	-4%
O=C(Nc1ccc(OC(F)F)c(Cl)c1)c1ccccn1	?	5%	-9%	i	-7%	0%	21%	-6%
CC(=O)c1cccc(Nc2cc(C)nc3nc(-c4ccccc4C)nn23)c1	-6%	.	.	.	0%	-2%	.	-3%
CN(C)CCCN(Cc1ccccc1)C(=S)NCc1ccccc1	-2%	2%	2%	i	-3%	-2%	-7%	-1%
O=C(CSc1nnc(-c2ccccc2)o1)c1nnc(-c2ccccc2)o1	16µM*	72%[activator]	?	?	?	-7%	-6%	9%
CCc1ccccc1Nc1nc2ccccc2n1C	-6%	10%	6%	23%	-1%	-1%	-7%	-4%
COC(=O)c1cccc(NC(=O)CN2CCN(Cc3ccccc3)CC2)c1	-5%	5%	14%	i	8%	-1%	.	-4%
Clc1cccc(CNc2ncnc3c2nc2n3CCCC2)c1	?	.	.	.	-5%	3%	.	0%
CCOC(=O)c1c(NC(=O)CSc2cn(CCNC(=O)c3ccc(OCC)cc3)c3ccccc23)sc2c1CCCC2	?	.	.	.	-14%	-2%	.	10%
NC(=O)CS(=O)(=O)c1nc2ccccc2n1Cc1ccccc1F	0%	4%	5%	-6%	-9%	-2%	-4%	-14%
O=C(CN(C1CCCCC1)S(=O)(=O)c1ccc(F)cc1)NC1CC1	1%	5%	0%	-13%	-2%	-1%	-4%	1%
CC1(C)CC(CC(=O)O)C(=O)O1 (stereo not given)	-2%	4%	3%	-5%	-8%	-3%	.	5%
O=C(O)CSCC(=O)Nc1ccc(C2CCCCC2)cc1	0%	1%	0%	i	1%	0%	.	-14%
Cc1sc2nc(C3CC3)nc(NCCNS(C)(=O)=O)c2c1C	?	10%	-7%	-9%	-6%	-1%	2%	-10%
Nc1nc(NCCCN2CCOCC2)nc(NCc2ccccc2)c1[N+](=O)[O-]	-8%	-10%	?	-1%	-2%	-2%	-14%	0%
Cc1cc(=O)oc2cc(OCc3ccc(C(=O)OCC(=O)N(C)C4CCS(=O)(=O)C4)cc3)ccc12 (stereo not given)	-16%	12%	?	i	3%	-1%	1%	6%
NCCCCNCCCN	-2%&-10%&13%&-5%	-56%&3%&4%&2%	-3%&13%&3%&9%	-3%&-9%&-6%&4%	-5%&-3%&-5%&-18%	-30%&3%&2%&-1%&0%	.	6%&8%&-4%&2%&-2%
CCCCC1=CC2=C(OC(C)=O)C(=O)C(C)(OC(=O)CCC(=O)OC)C(=O)C2=CO1 (stereo not given)	?	1%	10%	-7%	11%	1%	.	7%
COc1ccc(NC(=O)c2cc(-c3cc(C)cc(C)c3O)n[nH]2)cc1Cl	?	9%	-11%	-10%	?	-6%	.	7%
O=C(CC(c1ccccc1)c1ccccc1O)N1CCCC1 (stereo not given)	6%	-13%	1%	-8%	-3%	3%	.	-19%
COc1ccc2oc(=O)c(-c3csc(Nc4cccc(O)c4)n3)cc2c1	13µM*	6%	?	-20%	-4%	-15%	25%	10%
CC(=O)c1cn(CC(=O)Nc2ccccc2C)c2ccccc12	-8%	1%	-7%	i	-1%	-9%	34%[activator]	-7%
COc1ccc(Nc2sc(C(=O)Nc3cccc(Cl)c3)c(N)c2C(=O)Nc2ccccc2OC)cc1	?	9%	-14%	-10%	14%	0%	-7%	-4%
Cc1ccc(S(=O)(=O)NCCN=C(CN2CCCC2)NS(=O)(=O)c2ccc(C)cc2)cc1	-13%	-1%	1%	i	-2%	1%	-2%	-5%
O=C1c2cccnc2C(Nc2ccccc2)N1Cc1ccco1 (stereo not given)	?	3%	?	i	-1%	2%	.	0%
O=C(Cc1c(O)c2ccccc2[nH]c1=O)NC1CCCCCCC1	-2%	7%	?	-9%	1%	3%	3%	5%
COc1ccc([N+](=O)[O-])cc1C1NN=C(c2ccccc2O)S1 (stereo not given)	?	10%	-10%	i	?	-2%	-1%	4%
COCC(=O)O[C@]1(CCN(C)CCCc2nc3ccccc3[nH]2)CCc2cc(F)ccc2[C@@H]1C(C)C	?	7%&2%&-6%	3%&-15%	-6%	?	-2%&-1%&-4%	.	-2%&-1%&6%
CCOC(=O)CSc1nnc(NC(=O)c2cccc([N+](=O)[O-])c2C)s1	6%	4%	5%	-10%	2%	-1%	6%	-6%
COc1ccc(CNC(=O)C2CCCN2C)cc1OC (stereo not given)	2%	9%	8%	-7%	6%	0%	.	0%
COc1cc(C2N(c3ccccn3)C(=O)C3CCCN32)cc(OC)c1OC (stereo not given)	-23%	.	-7%	-8%	-7%	0%	6%	9%
Cc1nn(CC(=O)Nc2ccc3c(c2)nc2n3CCN(C3CCCCC3)C2)c(=O)c2ccccc12	?	32%[activator]	?	?	-13%	-5%	3%	2%
COc1ccc2c(c1OC)C(=O)N(c1ccccn1)C2	-9%	2%	?	i	-4%	0%	1%	3%

Screens as filed in PubChem BioAssay.
